# Hsp70 inhibitors = Hsp70 inhibitors, probe displacement, primary screen, biochemical, fluorescence polarization (AID 583). actives 0.06% (n = 140,000). Hsp70 fluorescence polarization probe displacement, mP; higher % means a stronger effect. displacement, % at 20 µM; hits with a dose series show IC50 in µM; in the data active means displacement above about 50%;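 further: plate controls were vehicle for no effect and reference ligand for full effect; a part of the inactive calls stands beside numbers as strong as those of hits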
# Rat MKP-3 inhibitors = MKP-3 phosphatase inhibitors, primary screen, biochemical, rat enzyme, in vitro (AID 425) | recombinant MKP-3 phosphatase activity, fluorescence; higher % means a stronger effect | actives 0.17% (n = 110,000) | inhibition, % at 20 µM, or IC50 in µM where a hit was titrated | Dual specificity protein phosphatase 6 (Rattus norvegicus); in the data active means inhibition above about 50%;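 further: plate controls were vehicle for no effect and reference inhibitor for full effect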
# Starred values were filed as active, the others as inactive; . = not tested or not shown; & = joins results of further samples.
Rat MKP-3 inhibitors | Hsp70 inhibitors | mol
. | 0.6% | CC1CC(C)CN(CC(=O)Nc2ccc3c(c2)OCCO3)C1 (stereo not given)
5.9% | 11.5% | O=C(COc1c(Br)cc(Br)cc1Br)N/N=C/c1ccc(O)c([N+](=O)[O-])c1
-6.5% | -1.6% | Cc1oc(C)c2c(=O)ccc3c(c12)OC(N)=C(C#N)C3c1ccc(F)cc1 (stereo not given)
3.0% | -4.0% | CC(C)COc1ccc(C(=O)Nc2ccc(N3CCOCC3)c(Cl)c2)cc1
-0.3% | -4.1% | O=c1[nH]c(=S)[nH]c(O)c1C(c1ccncc1)c1c(O)[nH]c(=S)[nH]c1=O
2.3% | 2.6% | N#Cc1c(N)nc(SCC(=O)c2ccc(O)c(O)c2)c(C#N)c1-c1ccc(O)cc1
6.2% | -1.3% | N#CNC(N)=Nc1cccc(Cl)c1
3.8% | 10.7% | COc1ccc(OC)c(/C=C(/C#N)C(=O)Nc2cccc(Br)c2)c1
2.6% | -0.6% | CCOc1ccc(S(=O)(=O)N(CC(=O)Nc2ccc(C)cc2C)c2ccc(C)cc2)cc1
-4.0% | -1.8% | CCOc1cc(C=C2C(=O)NC(=S)NC2=O)ccc1OCc1ccccc1F
-5.0% | -4.5% | CC(=O)Oc1c(S(=O)(=O)c2ccc(C)cc2)c(C)nn1C(C)(C)C
1.2% | -8.7% | O=C1CN=C(Nc2nc3ccccc3o2)N1
1.6% | -1.7% | COc1ccc(Cl)cc1NC(=O)C1=C(C)NC(=S)NC1c1cccc([N+](=O)[O-])c1 (stereo not given)
. | 3.5% | Cc1ccc(C(C(=O)NCc2ccccc2)N(C(=O)c2csnn2)c2cccc3ccccc23)o1 (stereo not given)
-1.7% | 1.9% | CC1(C)CC(=O)C2=C(C1)OC1=C(C(=O)CC(C)(C)C1)C2c1ccccc1OCC(=O)O
3.5% | -2.1% | COc1ccc(C2/C(=C(/O)c3ccccc3)C(=O)C(=O)N2CC2CCCO2)cc1OC (stereo not given)
0.4% | -2.4% | CN(C)/C=N/S(=O)(=O)c1ccccc1
-4.2% | 1.0% | CSc1nnc2n(C3CCCCC3)c(=O)c3c4c(sc3n12)CCCC4
-2.8% | 4.4% | Cc1cc(C)c(C)c(OCCCN2CCCC2)c1
4.4% | -1.9% | Cc1c(NC(=O)c2cc3ccccc3o2)cccc1-c1nc2ncccc2o1
-7.5% | -2.3% | CSC1=NCCN1C(=O)c1ccc(S(=O)(=O)N2CCCCC2)cc1
-11.2% | 0.9% | O=c1[nH]c2c(n(C3CCCCC3)c1=O)CCC2
. | 4.5% | CC(C)(C)SCCNS(=O)(=O)c1ccc2ccccc2c1
1.0% | 3.3% | CC(=O)NS(=O)(=O)c1ccc(NC(=O)Nc2ccc(Cl)c(Cl)c2)cc1
-2.9% | -2.1% | COC(=O)c1[nH]c2cc(OC)ccc2c1NC(=O)CCN1CCCCC1
5.1% | . | CC1c2nc3ccccc3n2C(CC(=O)NCc2ccccn2)C(=O)N1Cc1ccccc1 (stereo not given)
-3.5% | 8.8% | COc1ccc2[nH]c3c(c2c1)CCn1c-3nc2ccccc2c1=O
. | -5.2% | Cc1nn(Cc2ccc(Cl)cc2)c(=O)n1N(C)c1ncc(C(F)(F)F)cc1Cl
-7.0% | 10.7% | O=C(COc1ccc(Cl)cc1)NCc1nnc(SCC(=O)NC2CCCCC2)o1
7.0% | 2.1% | CCCCSc1nc2c(c(=O)[nH]1)CCC2
3.5% | -5.5% | CC(=O)Nc1ccc(NC(=O)N2CCOCC2)cc1
-7.0% | -3.7% | Cn1nc(C(=O)Nc2cccnc2)c2ccccc2c1=O
-9.2% | 0.3% | CCOC(=O)c1nnn(-c2nonc2N)c1CNc1ccc(C)c(Br)c1
0.9% | -3.6% | CC1(C)CC(=O)c2sc(NC(=O)CSc3nc4ccccc4o3)nc2C1
1.9% | -0.4% | Cc1c(C2(c3c(C)n(C)n(-c4ccccc4)c3=O)C(=O)Nc3ccccc32)c(=O)n(-c2ccccc2)n1C
-9.3% | 4.5% | Cc1ccc2c(CC(=O)Nc3c(C)n(C)n(-c4ccccc4)c3=O)coc2c1
0.9% | 1.8% | COc1ccc(/C=C(/NC(=O)c2ccc(C)cc2)C(=O)N2CCCCCC2)cc1OC
. | 6.2% | O=C(COc1ccc(Br)cc1)N1CCC(c2ccccc2)C1 (stereo not given)
6.0% | 0.6% | Cc1c(NC(=O)C(C#N)=C2CCCCC2)c(=O)n(-c2ccccc2)n1C
2.5% | 8.2% | O=C1C(Cl)=C(Nc2cccc(C(F)(F)F)c2)C(=O)c2ccccc21
-3.3% | 3.8% | CCN(Cc1ccccc1)C(=O)c1ccc(Cl)c([N+](=O)[O-])c1
2.6% | 3.0% | CCC1Oc2ccc(C)cc2N(CC(=O)NCCCN2CCCCC2CC)C1=O (stereo not given)
. | -6.6% | COc1cc(OC)c(-n2c(C)cc(C=O)c2C)cc1Cl
-0.9% | 0.4% | CC1CCC2(CC1)OCC1(CCC3(COC4(CCC(C)CC4)OC3)C1=O)CO2 (stereo not given)
-1.1% | -5.0% | O=C(CSc1nnc(-c2cccs2)n1-c1ccccc1)c1ccc2c(c1)OCCO2
0.5% | -1.6% | COc1ccc(OC)c(S(=O)(=O)NC2CCN(Cc3ccccc3)CC2)c1
. | 6.8% | c1ccc(OCc2nc(-c3cccs3)no2)cc1
1.5% | -0.6% | COCc1cc(C)nc(SCC(=O)NC(C)(C)C)c1C#N
-5.4% | -2.7% | O=C(Nc1c(C(=O)N2CCCCC2)cnn1-c1ccccc1)c1ccco1
. | -3.5% | Cc1ccc(N(C)S(=O)(=O)c2ccc(C)cc2)cc1
. | -3.5% | CCc1cc2c(=O)c(-c3nc4ccccc4n3C)c(COCC(=O)O)oc2cc1OC(=O)C(C)(C)C
0.2% | 1.8% | Cc1onc(-c2ccccc2Cl)c1C(=O)NCCC(c1ccccc1)c1ccccc1
. | -0.3% | Cc1cc(C)nc(SCC(=O)Nc2ccc(S(=O)(=O)NC(C)(C)C)cc2)n1
2.3% | -2.3% | CCC1Oc2ccc(C)cc2N(CC(=O)NCCCN2CCN(Cc3ccccc3)CC2)C1=O (stereo not given)
3.8% | -2.5% | Nc1cc(-c2ccccc2)nn1-c1ccccc1
2.2% | 4.5% | COc1ccc(CNC(=O)COc2ccccc2C)cc1
2.0% | -3.5% | COc1cc(/C=C2/NC(=S)NC2=O)ccc1OCc1ccc(I)cc1
0.9% | 3.8% | COc1ccc(OCC(=O)Nc2ccc(OC)cc2OC)cc1
-2.1% | -2.3% | Cc1cc(NC(=O)CN2CCN(c3ccccc3O)CC2)no1
-4.5% | -4.2% | O=C(NCC1CC2CC1C1CC21)c1ccc(F)cc1 (stereo not given)

# Structural class: those above containing a nitro group on carbon (3)
Rat MKP-3 inhibitors | Hsp70 inhibitors | mol
5.9% | 11.5% | O=C(COc1c(Br)cc(Br)cc1Br)N/N=C/c1ccc(O)c([N+](=O)[O-])c1
1.6% | -1.7% | COc1ccc(Cl)cc1NC(=O)C1=C(C)NC(=S)NC1c1cccc([N+](=O)[O-])c1 (stereo not given)
-3.3% | 3.8% | CCN(Cc1ccccc1)C(=O)c1ccc(Cl)c([N+](=O)[O-])c1

# The listing picks up; the 3 compounds before the break are reprinted first.
Rat MKP-3 inhibitors | Hsp70 inhibitors | mol
0.9% | 3.8% | COc1ccc(OCC(=O)Nc2ccc(OC)cc2OC)cc1
-2.1% | -2.3% | Cc1cc(NC(=O)CN2CCN(c3ccccc3O)CC2)no1
-4.5% | -4.2% | O=C(NCC1CC2CC1C1CC21)c1ccc(F)cc1 (stereo not given)
. | -3.5% | CCOC(=O)c1[nH]cnc1C(=O)NC(C)C
-1.5% | 2.2% | Cc1ccc(NC(=O)c2ccccc2O)cc1
-6.0% | -2.4% | COc1ccc(C(c2nnnn2C2CCCC2)N2CCc3ccccc3C2)cc1OC (stereo not given)
3.3%&-0.3% | -3.5%&6.0% | O=c1[nH]c2ccccc2n1CCCN1CCN(C(c2ccccc2)c2ccccc2)CC1
2.2% | -3.6% | CCOC(=O)C1=C(C)N=c2s/c(=C\c3ccc(NC(C)=O)cc3)c(=O)n2C1c1ccccc1 (stereo not given)
1.2% | -4.8% | N#Cc1nc(-c2ccc([N+](=O)[O-])cc2)oc1NCc1ccccc1
-6.5% | 6.4% | O=C1NC(=S)N/C1=C\c1ccc(Oc2ccc([N+](=O)[O-])cn2)cc1
0.4% | -4.0% | COc1ccc(NC(=O)C/C(C)=N/NC(=O)c2cnccn2)cc1
2.7% | 1.4% | CCc1ccc(Nc2oc(C)cc(=O)c2C(C)=O)cc1
9.4% | 3.2% | Cc1cc(Nc2cccc(C(F)(F)F)c2)n2nc(C)nc2n1
-2.4% | 5.7% | Cc1cc(C)c2cc(CN(CC3CCCO3)S(=O)(=O)c3ccc4c(c3)OCCO4)c(=O)[nH]c2c1 (stereo not given)
-5.2% | 6.1% | COc1ccccc1CNCc1cccs1
-5.9% | 0.4% | CC1(C)Cc2c(sc(NC(=O)c3ccc(Br)o3)c2C#N)CO1
-8.1% | 6.6% | O=C(NCCc1csc(-c2ccccc2)n1)c1cccs1
11.1% | -0.5% | COc1ccc2cnn(-c3ccccc3C)c(=O)c2c1OC
. | -4.7% | O=C(Cc1ccccc1)Nc1ccc(N2CCCC2)cc1
3.6% | -4.9% | CCCOc1ccc(N2C(=O)CC(NCc3ccc(C(=O)O)cc3)C2=O)cc1 (stereo not given)
-14.3% | 1.5% | CCCS(=O)(=O)c1nc(S(=O)(=O)c2ccc(C)cc2)c(NCCN2CCOCC2)s1
-9.1% | 0.5% | Cc1ccc(C(C(=O)NC2CCCC2)N(C(=O)c2csnn2)C2CCCC2)o1 (stereo not given)
4.2% | -1.8% | COc1ccc(C(=O)N/N=C/c2ccc(N3CCOCC3)o2)cc1OC
-3.8% | -2.6% | COc1cc(C(O)c2nccn2C)ccc1OCc1ccccc1 (stereo not given)
2.7% | 0.9% | N/C(=N\OC(=O)Cc1ccc(Cl)cc1)c1ccccc1
-5.0% | -1.9% | CCn1cc(C(=O)O)c(=O)c2cnc(N3CCN(C(=O)Nc4cccc5ccccc45)CC3)nc21
-1.6% | 6.3% | NC(=O)C1CCN(S(=O)(=O)c2ccc(Cl)cc2)CC1
. | 5.9% | COc1ccc(C(C)=O)cc1CN(C)C
1.7% | 2.0% | CCOCCc1nnc(NC(=O)c2cccs2)s1
4.4% | 1.5% | CSc1nsc(SC)c1C(=O)N1CCN(S(=O)(=O)c2ccc(C)cc2)C1C (stereo not given)
. | -2.2% | CC1CCCCN1Cc1nc2c(c(=O)n(C)c(=O)n2C)n1CCc1ccccc1 (stereo not given)
. | 3.3% | CC(=O)Nc1ccc(OCC(O)CN2CCN(c3ccc(Cl)cc3)CC2)cc1 (stereo not given)
-2.7% | 2.5% | O=S(=O)(NCc1ccncc1)c1ccc(Br)s1
-6.0% | 1.8% | CCOC(=O)c1cc2sccc2n1CC(=O)Nc1ccc2c(c1)OCCO2
1.9% | 3.9% | Cc1c(Cl)cccc1NC(=O)NC1CCCCC1
-0.6% | 2.5% | CCOc1ccc(/C=N/NC(=O)C(=O)N(CC)CC)cc1
-1.9% | 4.2% | COc1ccc(-c2nnc(SCC(=O)N3CCOCC3)o2)cc1OC
-7.8% | -1.8% | Fc1ccccc1CSc1nnnn1-c1ccc2c(c1)OCO2
-4.4% | 3.0% | CCCn1nnc(NCc2ccc(OCc3cccs3)c(OC)c2)n1
-0.6% | 2.4% | CCOC(=O)NC(NC(=O)OCC)c1cccc([N+](=O)[O-])c1
2.2% | 2.0% | COc1ccc(Cc2noc(-c3ccc(Br)cc3)n2)cc1
5.0% | 2.2% | Cc1ccnc(NS(=O)(=O)c2ccc(NC(=O)C3CC=CCC3C(=O)O)cc2)n1 (stereo not given)
-3.7% | 1.4% | O=C(NCCc1ccc2c(c1)OCCO2)c1cc2ccccc2o1
2.9% | 0.6% | COc1ccc(CN2CCN(C(=O)c3cccc(Cl)c3)CC2)c(OC)c1
7.0% | -7.7% | N#C/C(=C/c1ccc(F)cc1)C(=O)Nc1cccc(Br)c1
-3.7% | -3.7% | CC(=O)Nc1ccc(S(=O)(=O)NC2=NCN(CCOC(=O)c3ccccc3)CN2)cc1
-2.9% | 8.8% | CC(C)Sc1nnc(Cn2c(=O)sc3ccccc32)n1-c1ccccc1
1.7% | -2.9% | CCOC(=O)C1=C(C)N=C2SCCN2C1c1ccccc1 (stereo not given)
-6.3% | -3.2% | Cc1ccc(C(=O)CN2CCC(NC(=O)C3CCCCC3)CC2)cc1
-13.4% | 2.2% | COc1ccc(C2CC(C(F)(F)F)n3nc(CO)c(Cl)c3N2)cc1OC (stereo not given)
0.9% | . | CN(C)S(=O)(=O)N1CCN(S(=O)(=O)N(C)C)CC1
. | 1.1% | CCOc1ccc(S(=O)(=O)Nc2cccc(OC)c2)cc1
-3.3% | -1.7% | COc1cc2c(cc1OC)C(c1ccc([N+](=O)[O-])cc1)=NC(C)(C)C2
-2.8% | 2.7% | O=C(NC(c1ccccc1)c1ccccc1)c1ccc(Cl)c([N+](=O)[O-])c1
1.7% | 1.7% | COc1ccc(NC(=O)Nc2ccccc2C(N)=O)cc1OC
0.6% | 0.4% | CCCOC(=O)c1cccc(NC(=O)COc2ccc(C)cc2Br)c1
6.3% | 3.5% | Cc1cccc(OCc2nc(-c3nonc3N)no2)c1C
-0.6% | -3.3% | O=C(Nc1ncc(Cc2ccc(Cl)cc2)s1)c1ccccc1Cl
-1.3% | 1.8% | Cc1cccc(N2CCN(C(=O)c3cc4ccccc4oc3=O)CC2)c1C

# 4 compounds from above, arranged by their value in Hsp70 inhibitors, lowest first.
compound	Rat MKP-3 inhibitors	Hsp70 inhibitors
N#C/C(=C/c1ccc(F)cc1)C(=O)Nc1cccc(Br)c1	7.0%	-7.7%
COc1ccc(C2CC(C(F)(F)F)n3nc(CO)c(Cl)c3N2)cc1OC (stereo not given)	-13.4%	2.2%
CCOc1ccc(/C=N/NC(=O)C(=O)N(CC)CC)cc1	-0.6%	2.5%
CC(C)Sc1nnc(Cn2c(=O)sc3ccccc32)n1-c1ccccc1	-2.9%	8.8%

# The list is partial; count on the stated rates, not on these rows.
